# ZTA counter – ZTA (EBV) inhibition in EBNA-1 counter-screen | P03206 | ZTA-DNA binding, fluorescence polarization | inhibition, % at 11 µM | 0.15% of 320,000 active; in the data active means inhibition above about 33%
# Target sequence (P03206 whole entry, looked up): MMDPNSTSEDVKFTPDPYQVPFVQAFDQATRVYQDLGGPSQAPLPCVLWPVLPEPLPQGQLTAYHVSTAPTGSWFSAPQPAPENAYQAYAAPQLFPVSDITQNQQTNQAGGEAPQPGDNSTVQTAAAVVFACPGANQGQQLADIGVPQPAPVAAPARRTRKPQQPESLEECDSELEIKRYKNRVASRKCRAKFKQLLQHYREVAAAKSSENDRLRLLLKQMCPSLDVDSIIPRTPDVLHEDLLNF
# TPT1 inh – inhibitors of Candida albicans tRNA 2'-phosphotransferase TPT1 | 0.81% of 300,000 active | recombinant caTPT1, FP RNA substrate dephosphorylation | inhibition, % at 5 µM;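 active means inhibition above the mean of all tested compounds plus 3 SD, set per screening campaign, cut at about 24% in these data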;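 further: plate controls were DMSO alone for no effect and ferristatin control at 100 nM for full effect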
# CTSL1 counter – blocks F. hepatica cathepsin L1 in PFM18AAP counter-screen | recombinant F. hepatica cathepsin L1, Z-Leu-Arg-MCA fluorescence | inhibition, % at 5.96 µM | 0.49% of 300,000 active | AID 1906;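 active means inhibition above the mean of all tested compounds plus 3 SD, set per screening campaign, cut at about 17% in these data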;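 further: 0% = plate median of test compound wells and 100% = 1 µM Z-Phe-Ala-diazomethylketone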
# PREPL inh – inhibitors of human prolyl oligopeptidase-like enzyme PREPL. AID 2751. 0.68% of 320,000 active. recombinant PREPL, fluorescence polarization activity-based probe. inhibition, % at 5.96 µM. Q4J6C6; in the data active means inhibition above about 43%;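 further: 0% = enzyme with DMSO and 100% = wells lacking enzyme; many of its hits are not listed in these tables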
# EBNA-1 inhibitor – blocks EBNA-1 binding to DNA. EBNA-1 DNA binding, fluorescence polarization. inhibition, % at 14.8 µM. 0.34% of 300,000 active; in the data active means inhibition above about 28%
# PP1 counter – PP1-alpha (human) inhibition in PP5 counter-screen | AID 2235 | purified PP1alpha, OMFP fluorescence | 0.9% of 320,000 active | inhibition, % at 6.7 µM;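 active means inhibition above the mean inhibition of all tested compounds plus 3 SD, computed separately for each screening campaign, cut at about 15% in these data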
# Target sequence (P62136 whole entry, looked up): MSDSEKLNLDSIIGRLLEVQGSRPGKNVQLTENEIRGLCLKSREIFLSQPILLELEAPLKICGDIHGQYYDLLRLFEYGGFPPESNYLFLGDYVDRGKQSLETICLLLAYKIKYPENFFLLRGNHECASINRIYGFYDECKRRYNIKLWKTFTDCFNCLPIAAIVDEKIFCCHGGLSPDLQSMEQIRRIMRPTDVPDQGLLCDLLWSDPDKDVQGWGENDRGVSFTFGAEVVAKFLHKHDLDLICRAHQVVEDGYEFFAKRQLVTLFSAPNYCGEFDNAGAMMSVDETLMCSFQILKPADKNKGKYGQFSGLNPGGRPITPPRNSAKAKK
# Efflux pump mplx – blocks antifungal efflux pumps in multiplex yeast assay; S. cerevisiae Candida pump triplex, Nile Red efflux; inhibition, % at 10 µM; 0.44% of 330,000 active; AID 485275;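 active means plate passing quality check with inhibition over a set limit, or well fluorescence over plate mean plus 4 SD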;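 further: Nile Red retained in pooled yeast measured as flow cytometry median fluorescence; 0% = buffer negative control and 100% = Enniatin B positive control; higher means more Nile Red kept so more efflux inhibition; some compounds called inactive have numbers as strong as hits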
# HCV core dimer – blocks dimerization of HCV core protein. TR-FRET GST/Flag-core106 dimerization, 1536-well. inhibition, % at 5 µM. 0.33% of 300,000 active;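 active means inhibition above the mean of all tested compounds plus 3 SD, set per screening campaign, cut at about 45% in these data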
#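 assay system = GST-tagged and Flag-tagged HCV core protein residues 1-106 | controls = unlabelled core106 and no-GST-core106 wells | incubation = compound-protein-antibody incubation 4 h at 22.5 °C | probe or stimulus = Eu donor and XL665 acceptor anti-tag antibodies | read-out = % inhibition based on acceptor/donor emission ratio | signal = TR-FRET 671 and 617 nm emission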
# PP5 primary – inhibitors of human protein phosphatase 5 (PP5); 0.18% of 320,000 active; purified PP5c, OMFP substrate fluorescence; P53041; inhibition, % at 6.7 µM; AID 1987;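 active means inhibition above the campaign's mean inhibition across all tested compounds plus 3 SD, cut at about 9.5% in these data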;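 further: 0% = DMSO only and 100% = 100 µM cantharidin control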
# * hit, by the source's call; / = not tested or not shown. The list is partial. The share of hits here may be higher or lower than overall.
canonical_smiles	PP5 primary	PP1 counter	EBNA-1 inhibitor	PREPL inh	TPT1 inh	HCV core dimer	Efflux pump mplx	CTSL1 counter	ZTA counter
CCCCN(C(=O)Cn1nnc2ccccc21)C(C(=O)NCCOC)c1ccc(OC)cc1 (stereo not given)	1.9	-5.0	-3.7	2.9	-1.1	-5.2	-0.1	-0.1	1.9
Cc1cccc(-n2nnnc2SCC(=O)NCC2(N3CCOCC3)CCCCC2)c1C	3.2	-4.6	/	3.7	/	/	-0.3	/	-12.3
COc1ccc(-c2noc(CNS(=O)(=O)c3ccccc3)n2)cc1	1.1	6.4	4.4	-8.7	1.8	-1.1	0.3	0.5	4.4
CCOC(=O)N1CCC2(CC1)CC(=O)c1c(ccc3oc(C(=O)O)c(C)c13)O2	-1.6	0.3	4.1	1.2	-4.3	-2.4	-0.1	5.5	-0.7
CCc1nc2ccc(C(=O)NCCc3ccccc3OC)cc2nc1CC	-1.0	-3.9	7.8	12.1	-3.4	5.3	-0.1	1.9	-7.5
CC(C)C1N(C(=O)CN2CCCC2)CCN1S(=O)(=O)c1ccccc1 (stereo not given)	0.0	-4.1	7.8	15.8	-4.7	-1.8	-0.1	2.0	-21.0
O=C1CC(C(=O)Nc2nccs2)C(c2ccccc2)O1 (stereo not given)	-1.1	-2.7	-1.9	-2.9	-1.1	-4.7	0.1	-2.9	5.0
Cc1ccc(CNC(=O)C(=O)NCC2OCCN2S(=O)(=O)c2ccc(C)cc2)cc1 (stereo not given)	1.7	-1.9	-16.9	13.4	4.2	4.3	0.2	-0.1	-2.6
COc1ccc(N(CC(=O)Nc2cccc(N(C)S(C)(=O)=O)c2)S(C)(=O)=O)cc1OC	1.3	-0.5	-0.7	3.1	0.0	4.6	0.0	2.0	-7.8
Cc1ccc(S(=O)(=O)N2CCOCC2)c(C)c1-n1cnnn1	0.4	-2.2	-3.9	4.9	-1.2	-2.2	-0.1	-4.3	7.3
O=C(O)Cn1nnc(COc2ccccc2)n1	1.3	2.5	5.1	17.6	-5.3	-16.4	-0.6	4.0	7.4
CCCc1cc(C(N)=O)c(NC(=O)C2CCCO2)s1 (stereo not given)	2.2	-2.3	12.4	6.9	5.1	2.8	-0.2	-2.4	15.8
COc1ccc(CC(=O)Nc2ccc(-c3ccc4nnc(C)n4n3)cc2)cc1OC	-2.5	1.3	6.9	18.3	-2.0	3.6	-0.2	4.0	-0.7
CC(C)(C)c1ccc(C(=O)Nc2nnc(C3=COCCO3)o2)cc1	3.1	8.8	-5.0	4.8	1.9	1.1	0.3	-1.4	-8.8
CCOC(=O)C1CCCN(c2c(NCCc3ccc(Cl)cc3)c(=O)c2=O)C1 (stereo not given)	-0.8	-0.6	-4.7	12.2	1.2	-0.9	0.0	-2.3	-2.4
O=C(NCCc1c[nH]c2ccccc12)c1ccco1	-2.0	-2.7	9.1	4.0	1.6	-13.8	-0.1	0.6	2.8
CN(c1ccc(C(=O)N2CCN(Cc3ccc4c(c3)OCO4)CC2)cc1)S(=O)(=O)c1ccccc1	1.2	-2.4	-5.8	36.0	-1.6	6.5	0.3	3.9	-23.0
CC1CC2(CCCCC2)Nc2ccc3ccccc3c21 (stereo not given)	-0.8	-0.6	1.2	1.7	5.4	-5.3	-0.1	-0.8	13.3
COc1ccc(-n2c(Cc3cccn3C)nnc2SCC(=O)N2CCC(C)CC2)cc1	-0.3	-2.5	-4.8	6.8	0.6	1.2	-0.3	-2.6	-15.8
Cc1ccc2c(c1)CCCN2C(=O)c1cccs1	0.7	-1.4	2.1	-1.7	0.1	0.9	0.0	4.7	2.7
CC1(C)C2CCC1(CS(=O)(=O)N1CCC(C(N)=O)CC1)C(=O)C2 (stereo not given)	-3.1	-5.7	9.9	22.8	-2.8	2.3	0.2	0.4	-7.5
O=C1CCC(CCC(=O)N2CCCC(C(=O)c3ccc4c5c(cccc35)CC4)C2)=NN1 (stereo not given)	2.9	-2.5	-4.9	6.9	0.8	1.7	0.1	-0.7	-7.6
Cc1cccc(NCc2ccc(N(C)C)cc2)n1	1.9	-3.7	-7.1	-8.7	-0.5	0.7	0.2	-5.5	-8.0
CC1CCN(c2ccccc2NC(=S)NC(=O)C(C)(C)C)CC1	1.5	-1.1	2.2	-3.8	0.5	3.9	-0.3	-2.8	-4.1
N/C(=N\OC(=O)C1CCCCC1)c1cccc(Br)c1	2.0	1.2	9.5	1.2	-2.5	6.3	0.1	-0.1	12.6
CCn1c(=N)c(S(=O)(=O)c2ccc(Cl)cc2)cc2c(=O)n3ccccc3nc21	-1.6	1.1	-4.4	1.9	-1.7	-1.7	-0.2	3.3	14.4
COc1cccc(C(C(=O)NC2CCCC2)N(Cc2ccc(C)cc2)C(=O)c2ccco2)c1OC (stereo not given)	-0.6	-0.2	5.5	27.5	-7.2	3.4	0.0	4.6	-8.0
CC(C)N(C(=S)Nc1cccnc1)c1ccccc1	2.8	0.6	-6.8	-3.2	1.0	-2.5	0.2	-2.5	-0.4
COc1ccc(Nc2cc(C)nc3nc(C)nn23)c(OC)c1	-1.4	-1.2	-6.8	3.8	-1.2	-1.5	0.0	1.1	-5.8
CCC(=O)NC(=S)NNC(=O)c1ccc(O)cc1	-0.6	-1.4	-3.6	1.8	0.3	-5.2	-0.1	1.3	-0.7
CCOc1ccc(C(=O)O)cc1OC	-0.7	-1.9	9.5	-5.2	-0.9	-2.3	0.0	2.0	6.0
S=C(NC1CCCCC1)NN(c1ccccc1)c1ccccc1	2.4	3.6	-7.8	8.1	0.2	17.2	0.2	0.4	-0.8
CCNC(=O)NC(=O)C(C)OC(=O)c1oc2ccc(OC)cc2c1C (stereo not given)	-1.5	-2.9	13.7	-5.7	-1.9	7.8	-0.1	-2.6	15.7
Cc1ccc(C2=NCCn3c2c2ccccc2[n+]3[O-])cc1	2.3	-0.5	12.0	0.5	0.7	5.2	0.1	2.6	15.3
CC(=O)NC(Cc1cc(C)ccc1C)C(=O)N1CCN(C(=O)c2ccc(Br)cc2)CC1 (stereo not given)	3.0	-3.2	-1.6	3.4	-0.2	3.1	0.0	-0.3	-6.3
CC(C)(C)NC(=O)CN(C(=O)CCC(=O)Nc1nccs1)c1cccc(C(F)(F)F)c1	1.5	-0.1	2.9	-3.4	1.1	4.2	0.0	1.1	0.6
c1csc(CNCc2ccncc2)c1	1.8	0.1	-0.5	3.1	-3.4	2.7	-0.2	-4.3	-6.5
CCCCn1c(N)c(N(CC(C)C)C(=O)c2cccc(S(=O)(=O)N3CCCCC3)c2)c(=O)[nH]c1=O	-0.9	-5.2	-12.4	-2.8	1.7	-1.4	0.0	-32.9	-9.6
CN(C)c1oc(-c2ccc(OCc3ccc(Cl)cc3)cc2)nc1C#N	-1.1	-3.5	3.0	38.5	-3.0	0.1	-0.1	3.2	-1.4
CC(Oc1cc(C(F)(F)F)cc(C(F)(F)F)c1)C(=O)NC(N)=O (stereo not given)	0.3	0.3	-1.8	4.7	-4.8	-6.4	-0.1	-3.7	4.6
Cc1cccc(C)c1NC1=NC(=S)N(c2ccc(N(C)C)cc2)C1(C)C	-0.6	-3.6	3.3	1.4	0.6	2.5	-0.2	1.5	9.4
COC(=O)NCC(c1ccco1)N1CCN(c2ccccc2)CC1 (stereo not given)	-0.8	-2.2	-8.8	9.9	1.1	-6.8	0.0	-3.0	-10.3
Cc1ccc2oc3nc(C)c(C(=O)Nc4cccc(C(F)(F)F)c4)cc3c(=O)c2c1	1.5	-1.2	-13.2	-8.3	1.5	9.4	0.0	-4.1	-7.5
O=C(CSCC(=O)N1CCOCC1)Nc1nc(-c2ccc3c(c2)OCO3)cs1	-0.3	2.7	5.3	0.1	-0.7	-2.4	0.3	-4.5	11.2
C=CCNc1nc2ccccc2nc1NS(=O)(=O)c1ccc(OC)cc1	4.2	1.9	-9.4	12.0	-6.5	-7.2	-0.1	0.3	-13.8

# Whole records, looked up by structure.
# S=C(NC1CCCCC1)NN(c1ccccc1)c1ccccc1 is listed with PP5 primary: 2.4; PP1 counter: 3.6; EBNA-1 inhibitor: -7.8; PREPL inh: 8.1; TPT1 inh: 0.2; HCV core dimer: 17.2; Efflux pump mplx: 0.2; CTSL1 counter: 0.4; ZTA counter: -0.8
# Cc1ccc(C2=NCCn3c2c2ccccc2[n+]3[O-])cc1 is listed with PP5 primary: 2.3; PP1 counter: -0.5; EBNA-1 inhibitor: 12.0; PREPL inh: 0.5; TPT1 inh: 0.7; HCV core dimer: 5.2; Efflux pump mplx: 0.1; CTSL1 counter: 2.6; ZTA counter: 15.3

# (listing goes on)
canonical_smiles	PP5 primary	PP1 counter	EBNA-1 inhibitor	PREPL inh	TPT1 inh	HCV core dimer	Efflux pump mplx	CTSL1 counter	ZTA counter
Cc1nnc(SCC(=O)Nc2cc(Cl)ccc2Cl)n1CC1CCCO1 (stereo not given)	-1.1	-4.6	7.7	0.9	5.5	1.5	-0.1	-0.7	1.7
Nc1ccc(C(=O)NCc2ccccc2)cc1	-1.2	-0.8	-0.9	4.2	-1.8	-6.0	-0.2	-1.8	-7.8
CC(OC(=O)c1snc(C(=O)NC2CCCCC2)c1N)C(=O)NC1CCCCC1 (stereo not given)	0.3	-1.7	7.3	-1.4	-1.6	3.0	0.1	2.4	0.6
COc1cc(Cl)cc(C2NC(=O)NC(C)=C2C(=O)NCc2ccccc2)c1O (stereo not given)	-0.4	0.0	-5.4	4.1	-2.1	-2.2	0.2	0.0	-14.9
CC(=O)Nc1cccc(NC(=O)CSc2nc(=O)n(Cc3ccccn3)c3c2CCC3)c1	0.1	-3.9	-1.1	-5.5	-1.1	-1.1	0.0	-3.2	2.3
COc1ccc(N2CCN(CC(O)COC(C)(C)C)CC2)cc1 (stereo not given)	1.9	-4.1	11.1	-2.4	3.9	-0.6	0.0	0.1	-10.2
N#C/C(=C(/O)CN1CCOCC1)c1nc(-c2ccccc2)cs1	0.7	2.6	12.2	3.6	0.5	-1.2	-0.1	6.3	-4.3
CCNC(=O)COC(=O)CCC(=O)c1ccc(F)cc1	1.3	-2.3	4.3	3.3	-1.1	-1.0	0.0	-26.8	0.6
CCN(CC)S(=O)(=O)c1ccc(C)c(NC(=O)COC(=O)CNC(=O)c2ccc(C(C)(C)C)cc2)c1	5.8	1.2	-12.3	7.0	0.6	3.0	-0.2	-0.5	-5.2
COc1ccccc1N1CCN(C(=O)CN(C2CCCCC2)S(C)(=O)=O)CC1	2.2	-3.8	5.6	7.5	4.3	1.7	-0.1	1.9	1.9
CSc1ccc(Cl)c(C(=O)NC2CCCC2)c1	3.0	2.8	11.5	9.8	-4.8	-10.7	0.0	-4.9	-19.4
CCCOC(=O)c1ccc(NC(=O)C2CCCO2)cc1 (stereo not given)	1.1	-3.4	-2.9	-0.5	1.2	-3.2	0.0	-1.2	7.0
COc1ccccc1N1CCN(C(=O)c2ccc(Br)s2)CC1	-0.1	-4.8	2.8	13.9	-2.2	2.1	-0.1	-3.8	6.2
O=C(/C=C/c1ccccc1)Nc1cccc(S(=O)(=O)Nc2ccccc2F)c1	5.8	-0.5	1.7	-0.4	-3.5	4.8	0.1	-0.5	-14.6
CN(CC(=O)Nc1ccccc1Br)C(=O)c1sccc1-c1ccccc1	4.6	-0.2	/	-3.1	/	/	0.4	/	-1.4

# High-throughput results (PubChem)
